GoLoco inh red – RGS12 GoLoco-Gai1 interaction inhibition; P63096; Gai1:RGS12 GoLoco peptide FP, rhodamine, 10 min; Potency, µM (highest dose often 61.6 µM), inactives show at the top dose activity, negative = inhibition, hits mostly inhibitors; 230,000 tested, 0.44% active; active = well fitted inhibition curve with a large enough effect, not every such curve was filed as active; inactive = no such curve, though single readings can be large or run the other way; note: % is set by controls: 0 for no effect and ±100 for the full control effect; nearly all actives have a fitted effect of over 30% in size; many of its hits are not listed in these tables
Target sequence (P63096 whole entry, looked up): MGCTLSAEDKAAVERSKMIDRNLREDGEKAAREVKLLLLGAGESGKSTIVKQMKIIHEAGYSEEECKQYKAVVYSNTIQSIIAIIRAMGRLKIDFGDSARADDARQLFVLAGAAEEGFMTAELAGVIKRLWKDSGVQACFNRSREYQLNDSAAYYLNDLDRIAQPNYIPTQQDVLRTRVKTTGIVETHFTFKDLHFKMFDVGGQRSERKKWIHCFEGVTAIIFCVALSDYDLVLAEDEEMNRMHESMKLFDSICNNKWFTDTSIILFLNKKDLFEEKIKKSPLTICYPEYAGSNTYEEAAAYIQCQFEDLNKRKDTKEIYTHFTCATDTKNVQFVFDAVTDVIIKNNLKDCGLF
GAA glycogen – alters human alpha-glucosidase cleavage of glycogen; Potency, µM (series often up to 76.4 µM), inactives show at the highest dose activity change, negative = inhibition, actives largely listed as inhibitors; 300,000 tested, 0.38% active; recombinant GAA, glycogen substrate, Amplex Red glucose oxidase fluorescence;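 note: 0% = full enzyme reaction and -100% = no-enzyme basal signal; the screen sought inhibitors and activators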
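Recombinant enzyme (4 nM final) with compounds titrated up to 77 uM and bovine liver glycogen (30 ug) in citrate pH 5.0, 0.01% Tween-20, 37 C 40 min. Released glucose detected by Amplex Red/glucose oxidase (Ex 573/Em 610); AC50 from Hill fits.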
HTT ATP protect – protects HTT-Q103 PC12 cells, measured by ATP | PC12 HTT-Q103 induced, cytoprotection, ATP luminescence, 40 h | Potency, µM (top dose mostly 56.4 µM), inactives show cytoprotection (ATP increase), actives largely listed as activators | 230,000 tested, 0.14% active | AID 1471;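 note: % of control where 0% means no effect; nearly all actives have a fitted effect of over 45% in size; toxic huntingtin expression switched on by the ecdysone agonist tebufenozide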
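PC12 cells with ecdysone-inducible HTT exon 1 Q103-GFP, induced with 100 nM tebufenozide and co-treated with library compounds in a dose series (1536-well, 1500 cells/well). Cytoprotection read as ATP content by ATPlite luminescence.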
GAA inh – blocks human lysosomal alpha-glucosidase; purified human GAA, 4-MU-alpha-glucoside fluorescence; Potency, µM (series often up to 76.9 µM), for inactives: at the top dose activity change, negative = inhibition, hits mostly inhibitors; 200,000 tested, 0.005% active; AID 1466;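 note: plate controls were uninhibited enzyme wells for no effect and no-enzyme background for full effect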
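Read-out is 4-methylumbelliferone fluorescence (Ex 365/Em 440 nm) after NaOH/glycine stop at pH 10. Enzyme 4 nM, substrate 400 uM, pH 5.0 citrate buffer, 20 min room temperature; AC50 from Hill-equation concentration-response.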
IMPase Li cell – cell-permeable IMPase inhibitors with lithium potentiation. CHO-M1 cells, IP1 TR-FRET (IP-One), carbachol + lithium. Potency, µM (titrated, usually from 59.4 µM), without a hit: top-dose activity, negative = IMPase inhibition, most hits filed as inhibitors. 210,000 tested, 0.35% active. AID 1457;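 note: IP1 builds up when IMPase is blocked and the TR-FRET signal falls; plate controls were basal vehicle for no effect and high inhibitor control for full effect; nearly all actives have a fitted effect of over 50% in size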
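Readout is a homogeneous TR-FRET IP1 immunoassay (Ex 320, Em 665 and 620), where raised cytosolic IP1 lowers signal. Cells were CHO-M1 treated 30 min at 37C with test compounds plus a little lithium; AC50 values came from Hill-equation fitting.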
aGlu spleen mod – inhibitors or activators of human alpha-glucosidase in spleen homogenate | human spleen homogenate, 4-MU-alpha-glucoside fluorescence | Potency, µM (titrated, usually from 79.9 µM), without a hit: at the highest dose activity change, negative = inhibition, most hits filed as inhibitors | 240,000 tested, 0.006% active | AID 2112;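 note: 0% = enzyme with vehicle and -100% = no enzyme basal signal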
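Compounds were titrated against alpha-glucosidase in spleen homogenate at pH 5.0, with 1 mM 4-methylumbelliferyl substrate for 40 min at 37 C. Reactions were quenched with pH 10 NaOH/glycine and fluorescence measured.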
HttQ103 aggreg – inhibitors of mutant huntingtin aggregate formation in PC12 cells. Potency, µM (series often up to 46.1 µM), without a hit: at the top dose activity change, negative = inhibition, actives largely listed as inhibitors. 220,000 tested, 1.1% active. PC12 HttQ103-GFP aggregates, Acumen cytometry, 40 h. AID 1688; note: % is set by controls: 0 for no effect and ±100 for the full control effect; nearly all actives have a fitted effect of over 60% in size
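Aggregates are detected as GFP objects 1–25 µm with signal 6 STDEV over background in lysates of induced PC12 cells. These carry Huntingtin exon 1 with 103 glutamines fused to GFP under an ecdysone promoter; compounds titrated.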
* marks the source's active call; other numbers are inactive results; ? = inconclusive; / = no result given; [ ] = dose if it differs, or a comment. Unless noted, calls come from the whole dose curve; as a rule, active = well fitted curve in the direction sought with a large enough effect; inconclusive = small, poorly fitted or top-dose-only effect, or another doubt; inactive = no such curve, though single readings can be large; an effect the other way counts as inactive or inconclusive. Potency is the fitted concentration of half-maximal effect. A portion of the library, so the mix of outcomes need not match the whole.

SMILES | GoLoco inh red | GAA glycogen | HTT ATP protect | GAA inh | IMPase Li cell | aGlu spleen mod | HttQ103 aggreg
O=c1c2c3c(sc2n(CCN2CCCC2)c(=O)n1Cc1ccco1)CCCCC3 | 40%[activator] | -2% | -2% | -14% | 24%[38.3 µM] | -2% | ?
Cc1occc1-c1nnc(SCC(=O)Nc2ccccn2)o1 | -1% | 4% | -71%[inhibitor] | -9% | 9% | 0% | -5%
CC(=O)Nc1ccccc1NC(=O)c1cc(C)cc(C)c1 | 0% | 19% | -4% | 8% | -3% | 4% | 14%[9.22 µM]
Cc1nnc(NC(=O)CSc2nnc(C)n2-c2ccc(F)cc2)s1 | 6% | 2% | -4% | 2% | 9% | -10% | -13%
O=C(O)Cc1ccc(NC(=S)NCc2ccco2)cc1 | 0% | -11% | -22%[10 µM] | 2% | -3% | 3% | -9%
CC(C)(C)NC(=O)C(c1ccco1)N(C(=O)c1csnn1)c1ccccc1 (stereo not drawn) | -9% | -1% | 7% | 4% | 27%[38.3 µM] | -2% | 4%
O=C1CCCCCC1C1(O)C(=O)Nc2ccccc21 (stereo not drawn) | -1% | 9% | 8%[1.9 µM] | -13% | 13%[38.3 µM] | 5% | 3%
CON/C=C(\C=Nc1ccc(C(F)(F)F)cc1)c1ncc(C(F)(F)F)cc1Cl | 6% | 2% | -11% | -4% | -13%[38.3 µM] | -12% | -5%
Cc1ccc(CN=c2c([N+](=O)[O-])nn(-c3ccc(Cl)cc3)n2O)cc1 | 5% | -25% | 8% | 6% | -2% | -1% | 29%
Cc1ccc(NCC(=O)N/N=C/c2cccc(Br)c2)cc1 | 1% | -11% | -33%[inhibitor] | 0% | -3% | -4% | 3%
Cc1ccc(N2C(=O)CC(NNc3nc4ccccc4s3)C2=O)cc1C (stereo not drawn) | -6% | -2% | 3%[10 µM] | -2% | 4% | -2% | -3%
CC(C)(C)c1ccc(C(=O)N/N=C/c2ccc(OCCCF)cc2)cc1 | -5% | 9% | -31% | 5% | -2% | -14% | 8%
Cc1c(-n2c(O)c(C3=c4ccccc4=NC3=O)sc2=S)c(=O)n(-c2ccccc2)n1C | 8% | -5% | -160%[inhibitor] | -2% | 21% | -2% | 10%
O=C(NC(=S)Nc1ccccc1N1CCCC1)c1ccc(F)cc1 | 91%[activator] | ? | -5% | 4% | 15% | 10% | ?
CN1C(=O)c2ccccc2C(C(=O)NCCCN2CCCC2=O)C1c1c[nH]c2ccccc12 (stereo not drawn) | 12% | 1% | 1% | -2% | 9%[38.3 µM] | -13% | 14%
COCCNC(=O)CSc1nc2cc3c(cc2c(=O)n1Cc1ccco1)OCO3 | 0% | 2% | 3% | 0% | 4%[38.3 µM] | 3% | 22%
CCOC(=O)c1ccc(NC(=O)CSc2nnc(Cc3cccs3)n2C)cc1 | 1% | 2% | -13% | -8% | 20%[38.3 µM] | -8% | 5%
O=C1/C(=C/c2cccs2)SC(=S)N1NS(=O)(=O)c1ccccc1 | -6% | 3% | 6%[10 µM] | / | / | -13% | -1%[9.22 µM]
CC12CC3CC(C)(C1)CC(NCc1ccncc1)(C3)C2 | 4% | -2% | ? | 4% | 11% | -7% | 3%
C/C1=C2N=C(/C=C3N=C(/C(C)=C4\[N-]C(C)(C5N=C1C(C)(CCC(=O)NCC(C)OP(=O)([O-])O[C@H]1C(O)C(n6cnc7cc(C)c(C)cc76)O[C@@H]1CO)C5CC(N)=O)C(C)(CC(N)=O)C4CCC(N)=O)C(C)(CC(N)=O)C\3CCC(N)=O)C(C)(C)C/2CCC(N)=O.[CH2-]C1OC(n2cnc3c(N)ncnc32)C(O)C1O.[Co] (stereo partly drawn) | 21% | / | -44%[inhibitor] | / | 1% | -2% | 3%
O=C(CSc1ccc(Cl)cc1)Nc1ccccc1N1CCN(C(=O)c2ccc(Cl)cc2)CC1 | 16% | 5% | 23%[10 µM] | -7% | 14% | 5% | 13%
COc1ccc(N(CN2C(=O)C3CC=CCC3C2=O)C(=O)c2ccco2)cc1 (stereo not drawn) | 2% | -23% | 10%[10 µM] | 0% | 2% | 8% | -12%
Cc1ccc(NC(=O)c2ccoc2C)cc1C | 9% | -2% | / | 0% | -1% | 1% | 2%
CCCCc1nn(-c2cc(Cl)ccc2OC)c2c1C(=O)CC(C)(C)C2 | 0% | 5% | -27% | ? | 18%[38.3 µM] | 5% | -20%
CCNC(=O)CSc1nnc(CN2CCCCCC2=O)n1-c1ccccn1 | 2% | 3% | -28% | 5% | 5% | -5% | 3%
Cc1ccc2c(c1)c(C)cc(=O)n2CCC(=O)O | 6% | 0% | 5% | 1% | -3%[38.3 µM] | -18% | -15%
CC(C)C(C)NC(=O)CN1C(=O)NC2(CCCCCC2)C1=O (stereo not drawn) | 3% | 6% | -35%[inhibitor] | 3% | -2% | -3% | 3%
CC(CCc1ccccc1)N(C)CC(O)c1cccc([N+](=O)[O-])c1 (stereo not drawn) | 5% | 0% | 18%[10 µM] | / | / | 4% | 22%[9.22 µM]
O=C(NC(=S)Nc1ccc(C(=O)N2CCOCC2)cc1)c1ccc([N+](=O)[O-])cc1 | -6% | 8% | -16% | 1% | 4%[38.3 µM] | 3% | 17%
CCCCNC(=S)NNC(=O)C12CC3CC(CC(C3)C1)C2 | 5% | -10% | -6% | 0% | 26%[38.3 µM] | -1% | -18%
CC(C)(Oc1ccc(-c2cccc3ccccc23)cc1)C(=O)O | 3%[14.2 µM] | / | 18%[10 µM] | / | -11% | / | /
CN1C(=O)C(C(=O)Nc2ccccc2F)c2ccccc21 (stereo not drawn) | 4% | -1% | / | 3% | 20% | -3% | 3%
O=S(=O)(Nc1nc2cc3c(cc2nc1Cl)OCCO3)c1ccccc1 | -4% | -2% | -51%[inhibitor] | ? | ? | 6% | -2%
CC1(C)CC(NC(=O)C(=O)NCCc2ccccc2)CC(C)(C)N1 | -4% | ? | -2%[10 µM] | / | / | 5% | -22%[9.22 µM]
COc1cccc(/C=C/C(=O)OCC(=O)NCC2CCCO2)c1 (stereo not drawn) | 6% | 3% | 7%[10 µM] | 1% | -9% | -1% | -26%
CCCCNC(=O)CC1N=C2c3ccccc3N=C(SCC(=O)Nc3cccc(C)c3)N2C1=O (stereo not drawn) | -5% | -6% | 3% | 5% | 1%[38.3 µM] | -5% | 11%
FC(F)(F)c1cc(CN2CC3(CCNCC3)C2)cc(C(F)(F)F)c1 | 11% | / | -45%[inhibitor] | / | -9% | -5% | /
C=CCn1c2ccccc2c2nnc(SC(CC)C(=O)Nc3nc(C)c(C(=O)OCC)s3)nc21 (stereo not drawn) | 2% | -3% | -54%[inhibitor] | -8% | 26%[38.3 µM] | -10% | -14%
CC(=O)NC1=NN(C(C)=O)C(c2ccccn2)S1 (stereo not drawn) | 6% | 1% | 7%[10 µM] | -6% | 2% | 2% | -8%[9.22 µM]
COc1ccc(-c2ccc3c(N)c(C(=O)NC(C)C)sc3n2)cc1OC | 5% | -8% | -7%[10 µM] | / | / | -6% | -9%[9.22 µM]
N#Cc1c(-c2cccs2)cc(-c2cccnc2)nc1N | 4% | 5% | -21% | ? | -5%[38.3 µM] | 7% | -4%
O=C(NC1CC1)c1cc(-c2ccco2)nc2ccccc12 | -8% | -1% | -8%[10 µM] | / | / | 18% | -13%[9.22 µM]
CCC(C)[C@H](NC(=O)N1CCCCCC1)C(=O)OC (stereo partly drawn) | 6% | 5% | -11%[10 µM] | / | / | -4% | 3%[9.22 µM]
CCC1=C2CC[C@H]3C(=O)NC(=O)[C@H]3[C@H]2[C@@]2(C)C(=NCC(=O)OC)OC(=O)N2C1=O | 1% | / | -26% | / | -10% | 6% | /
CCOC(=O)N1CCN(C(=O)c2ccc(N3C(=O)c4ccccc4C3=O)cc2)CC1 | 7% | 3% | -11% | ? | 6%[38.3 µM] | 3% | 10%

Compound profiles, as listed above.
`COc1ccc(N(CN2C(=O)C3CC=CCC3C2=O)C(=O)c2ccco2)cc1` (stereo not drawn) is entered as GoLoco inh red = 2%; GAA glycogen = -23%; HTT ATP protect = 10%[10 µM]; GAA inh = 0%; IMPase Li cell = 2%; aGlu spleen mod = 8%; HttQ103 aggreg = -12%
`Cc1ccc(N2C(=O)CC(NNc3nc4ccccc4s3)C2=O)cc1C` (stereo not drawn) is entered as GoLoco inh red = -6%; GAA glycogen = -2%; HTT ATP protect = 3%[10 µM]; GAA inh = -2%; IMPase Li cell = 4%; aGlu spleen mod = -2%; HttQ103 aggreg = -3%

Remaining list, next part
SMILES | GoLoco inh red | GAA glycogen | HTT ATP protect | GAA inh | IMPase Li cell | aGlu spleen mod | HttQ103 aggreg
CCOc1ccc(Oc2nc(Nc3ccc(C)cc3)nc(N(C)C)n2)nn1 | -45% | 4% | -20%[0.074 µM] | -5% | 16%[38.3 µM] | -3% | -29%
Cn1c(=O)c2c(ncn2CC(=O)OCC(=O)Nc2cccc(Cl)c2)n(C)c1=O | 6% | 1% | -1%[10 µM] | -3% | -1% | -5% | 3%
COc1cc2c(C(=O)NCCCN3CCN(c4cccc(Cl)c4)CC3)cn(C)c(=O)c2cc1OC | -6% | 6% | -10% | 7% | 5%[38.3 µM] | -4% | 7%
Cc1nc2cnc(N3CCOCC3)nc2n(Cc2cccs2)c1=O | 26% | / | -63%[inhibitor] | / | 1% | -2% | /
COc1ccc(C(=O)N(CN2CCCC2=O)c2ccccc2OC)cc1OC | -1% | 0% | -25% | -2% | 24%[38.3 µM] | -15% | 5%
CCC(C)(C)NC(=O)C(c1cccnc1)N(C(=O)c1csnn1)c1ccc(C)cc1 (stereo not drawn) | -1% | 8% | / | 10% | 12% | 2% | /
COc1cc2c(C(=O)NC3CCCCCC3)cn(C)c(=O)c2cc1OC | -8% | -5% | -2% | -7% | -6%[38.3 µM] | -9% | 10%
Cc1cc(=O)oc2cc(OCC(O)CN3CCN(c4ccccc4)CC3)ccc12 (stereo not drawn) | 3% | 4% | -19% | 2% | 1%[38.3 µM] | -13% | 21%
C(=N\Nc1nc(-c2ccccc2)cs1)/c1cccs1 | 7% | ? | -5%[10 µM] | ? | 3%[38.3 µM] | -7% | 5%

Screening data (PubChem BioAssay)
